Compound activity deposited in PubChem by National Center for Advancing Translational Sciences (NCATS).
RGS4 inh: blocks human RGS4-accelerated GTP hydrolysis. Potency, µM (doses to about 114 µM), inactives show top-dose activity change, negative = inhibition, actives largely listed as inhibitors. Transcreener GDP fluorescence polarization, RGS4-accelerated GTP hydrolysis. 390,000 compounds, 0.039% hits; note: % is set by controls: 0 for no effect and ±100 for the full control effect; nearly all actives have a fitted effect of over 75% in size; some results filed as inactive show a strong effect at the top dose
Target sequence (P49798 whole entry, looked up): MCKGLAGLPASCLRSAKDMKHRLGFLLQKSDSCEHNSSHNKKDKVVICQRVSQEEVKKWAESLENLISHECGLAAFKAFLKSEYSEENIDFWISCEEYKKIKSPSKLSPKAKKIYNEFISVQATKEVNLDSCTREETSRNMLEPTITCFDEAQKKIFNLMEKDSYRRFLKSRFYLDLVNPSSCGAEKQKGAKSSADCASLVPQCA
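MLSMR compounds (23 nl, pin-transferred) preincubated 10 min at room temperature with a 500nM (2x) first reagent, then RGS4 at 900nM (2x) plus Transcreener GDP mix added; fluorescence polarization (620/688 nm) read before and after 90 min at 30 °C.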
12-LOX inh: ALOX12 (human) lipoxygenase inhibition; P18054; purified 12hLO, xylenol orange hydroperoxide absorbance; Potency, µM (doses to about 108 µM), for inactives: top-dose activity change, negative = inhibition, usual class: inhibitors; 580,000 compounds, 1.1% hits; note: % is set by controls: 0 for no effect and ±100 for the full control effect
Target sequence (P18054 whole entry, looked up): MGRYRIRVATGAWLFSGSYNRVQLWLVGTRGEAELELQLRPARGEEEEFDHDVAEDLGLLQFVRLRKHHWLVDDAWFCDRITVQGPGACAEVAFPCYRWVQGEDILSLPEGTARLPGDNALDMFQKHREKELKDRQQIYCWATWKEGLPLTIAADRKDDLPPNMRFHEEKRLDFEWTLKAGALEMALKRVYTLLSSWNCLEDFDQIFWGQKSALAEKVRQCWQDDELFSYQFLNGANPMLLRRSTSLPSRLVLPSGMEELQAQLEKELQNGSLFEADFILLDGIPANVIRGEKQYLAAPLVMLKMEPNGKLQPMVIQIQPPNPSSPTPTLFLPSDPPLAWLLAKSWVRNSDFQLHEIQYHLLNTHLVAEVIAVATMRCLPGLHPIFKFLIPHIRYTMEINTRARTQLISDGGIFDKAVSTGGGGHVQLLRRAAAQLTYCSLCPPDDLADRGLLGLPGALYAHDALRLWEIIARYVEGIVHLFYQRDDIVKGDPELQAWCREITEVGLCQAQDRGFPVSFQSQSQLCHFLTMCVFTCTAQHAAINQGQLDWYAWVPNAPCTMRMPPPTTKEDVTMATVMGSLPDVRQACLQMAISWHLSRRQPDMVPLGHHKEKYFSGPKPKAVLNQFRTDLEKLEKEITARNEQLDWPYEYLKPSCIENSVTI
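Purified human 12hLO (150 nM final) in 25 mM Hepes, 0.01% Triton X-100, pH 7.0 was preincubated 15 min at room temperature with compound. Then 40 uM arachidonic acid was added, 30 min. Hydroperoxide was read by Fe-XO absorbance ratio 573/405 nm.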
USP1 inh: USP1/UAF1 (human) deubiquitinase inhibition. O94782. recombinant USP1/UAF1, Ub-Rhodamine cleavage fluorescence. Potency, µM (highest dose often 57.1 µM), without a hit: top-dose activity change, negative = inhibition, usual class: inhibitors. 390,000 compounds, 0.23% hits. AID 743255; note: % is set by controls: 0 for no effect and ±100 for the full control effect; nearly all actives have a fitted effect of over 60% in size; inactives centre near -12
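Step one: compound is pinned into 1nM USP1/UAF1 in HEPES pH 7.8 buffer with TCEP. Step two: 15 min room-temperature incubation. Step three: Ub-Rho (150nM final) starts cleavage, tracked by fluorescence over six one-minute reads.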
rTrxR1 inhibitor: inhibitors of rat thioredoxin reductase 1; O89049; recombinant rTrxR1, NADPH fluorescence consumption, selenite substrate; Potency, µM (series often up to 114 µM), for the others: at the top dose activity change, negative = inhibition, actives largely listed as inhibitors; 390,000 compounds, 1% hits; AID 588453; note: % is set by controls: 0 for no effect and ±100 for the full control effect; nearly all actives have a fitted effect of over 65% in size
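Rat TrxR1 (90 nM in the dispensed reagent) was pre-reduced with 400 uM NADPH for 5 min at room temperature, then incubated with compound for 15 min. After 400 uM selenite was added, NADPH fluorescence (Ex 340/Em 450 nm) was followed for 8 min.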
Vif-APOBEC3G blk: Vif-A3G binding inhibition; Potency, µM (titrated, usually from 46.1 µM), for the others: top-dose activity, negative = active, actives largely listed as inhibitors; HeLa A3G-eYFP + Vif (tagged APOBEC3G with the HIV-1 protein that degrades it), YFP fluorescence, overnight; 410,000 compounds, 0.076% hits; AID 602310;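 note: % is set by controls: 0 for no effect and ±100 for the full control effect; nearly all actives have a fitted effect of over 60% in size; hits raise eYFP signal because A3G escapes Vif-driven loss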
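HeLa cells stably expressing Vif and C-terminally eYFP-tagged A3G, seeded overnight at 37 deg C, then exposed to compound by pintool overnight at 37 deg C. Rise in yellow fluorescence (Ex 488/Em 500-530, Acumen) marks blocked Vif-driven A3G degradation.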
RXFP1 ag: agonists of human relaxin receptor RXFP1; Q9HBX9; HEK293T-RXFP1 cAMP TR-FRET, 30 min; response scale: percent of porcine relaxin response, buffer zero; Potency, µM (series often up to 57.5 µM), for inactives: at the highest dose activation, hits mostly activators; 370,000 compounds, 0.3% hits; note: % is set by controls: 0 for no effect and ±100 for the full control effect; nearly all actives have a fitted effect of over 60% in size; many of its hits are not listed in these tables
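HEK293T cells stably expressing RXFP1 were pretreated with the PDE4 inhibitor Ro 20174, exposed to compounds for 30 min at 37C, lysed, and cAMP was read by TR-FRET. Data normalized to buffer (basal) and 29 nM porcine relaxin (100%).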
mIDH1 inhibitor: blocks human mutant IDH1 R132H enzyme. IDH1-R132H enzyme, NADPH consumption, diaphorase/resazurin fluorescence. Potency, µM (titrated, usually from 76.6 µM), without a hit: at the top dose activity change, negative = inhibition, hits mostly inhibitors. 390,000 compounds, 0.093% hits. AID 602179; note: % is set by controls: 0 for no effect and ±100 for the full control effect; nearly all actives have a fitted effect of over 65% in size
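IDH1-R132H (0.5 ug/mL dispensed) in pH 7.5 Tris buffer was preincubated 30 min with compound, then given a substrate mix of 0.016 mM NADPH and 2 mM alpha-KG for 80 min at room temperature; remaining NADPH was read by diaphorase/resazurin fluorescence.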
TrxR1 substrate: substrates of rat thioredoxin reductase 1; O89049; purified TrxR1 substrate turnover, NADPH consumption readout; Potency, µM (top dose mostly 114 µM), inactives show top-dose activity change, negative = substrate turnover; 390,000 compounds, 0.01% hits; AID 588456; note: % is set by controls: 0 for no effect and ±100 for the full control effect; nearly all actives have a fitted effect of over 50% in size
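Rat TrxR1, dispensed at 90 nM, was prereduced with 400 uM NADPH (final) for 5 min at ~22 deg C, then incubated with compound 15 min before 400 uM selenite. A first-read NADPH fluorescence drop versus no-compound background flagged substrates.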
Vif-A3F inh: inhibitors of Vif-A3F interaction; HeLa A3F-eYFP + Vif (tagged APOBEC3F with the HIV-1 protein that degrades it), YFP fluorescence increase; Potency, µM (doses to about 46.1 µM), inactives show top-dose activity, negative = active; 390,000 compounds, 0.2% hits; AID 602313; note: % of control where 0% means no effect; nearly all actives have a fitted effect of over 65% in size
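Fluorescence increase (Ex 488/Em 500-530) after overnight compound treatment at 37 deg C flags inhibition of Vif-driven A3F-eYFP loss in stable HeLa A3F-eYFP/Vif cells seeded overnight beforehand.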
* marks the source's active call; other numbers are inactive results; ? = inconclusive; / = no result given; & = joins results of further samples; [ ] = dose if it differs, or a comment. Calls come from the whole dose curve; as a rule, active = well fitted curve in the direction sought with a large enough effect; inconclusive = small, poorly fitted or top-dose-only effect, or another doubt; inactive = no such curve, though single readings can be large; an effect the other way counts as inactive or inconclusive. Potency is the fitted concentration of half-maximal effect. An excerpt. The share of hits here may be higher or lower than overall.

structure | RGS4 inh | 12-LOX inh | USP1 inh | rTrxR1 inhibitor | Vif-APOBEC3G blk | RXFP1 ag | mIDH1 inhibitor | TrxR1 substrate | Vif-A3F inh
Cn1c(CCNC(=O)c2ccco2)nc2cc(NC(=O)COc3ccc(Cl)cc3)ccc21 | 3% | -4% | -2% | 2% | -1% | 4.8% | -3% | -1% | -13%
COc1cc(C(CC(=O)Nc2ccc(Cl)cn2)N2Cc3ccccc3C2=O)cc(OC)c1OC (stereo not drawn) | -4% | 0% | -23% | 15% | -11% | 2.3% | -1% | 1% | -1%
CCOc1ccc(NC(=O)CCc2nc3cccnc3n2-c2ccccc2)cc1 | 4% | -20% | ? | -3% | -2% | 2.3% | 3% | -8% | ?
CCOC(=O)Cc1csc(NS(=O)(=O)c2ccc(OC)cc2)n1 | 3% | -16% | -22% | 12% | -3% | 0.5% | 4% | 2% | -22%
CCOc1cc(C(=O)CSc2nnc(CNc3ccc(Cl)cc3)o2)ccc1NC(=O)CC | -5% | -7% | -4% | 0% | -19% | 1.3% | 0% | 0% | 4%
CC(C)C(=O)Nc1c2c(nc3ccccc13)N(C)CC2 | 25% | 0% | -15% | -18% | 5% | 1.1% | 19% | 167%[activator] | 1%
CC(CC(=O)Nc1ccc(Br)cc1F)S(=O)(=O)c1ccc2c(c1)NC(=O)CO2 (stereo not drawn) | 29%[11.4 µM] | 2%&-25% | -13%&-31% | 13%&14% | 4%&0% | -0.4%&1.6% | 2%&-6% | 2%&2% | 0%&2%
Cn1c(=O)c(=O)n(C)c2cc(N3CCCC3)c(NC(=O)c3ccccc3F)cc21 | 9% | -8% | -16% | 4% | 2% | 0.8% | 2% | 2% | 1%
O=C(Cc1ccc([N+](=O)[O-])cc1)NC1CCCCCC1 | -34% | 168%[activator] | 2% | 3% | -1% | -0.5% | 3% | -8% | 1%
O=C(Nc1ccc(N2CCN(C(=O)c3ccco3)CC2)cc1)c1cccnc1Cl | -6%[11.4 µM] | -10% | -24% | -1% | 1% | -0.2% | 1% | 0% | -1%
O=C(NCc1ccccc1Cl)c1ccc(NC(=O)N2CCSc3ccccc32)cc1 | -3% | 4% | 6% | 11% | 1% | -1.5% | -7% | 10% | -10%
COc1cc(/C=N\NC(=O)c2ccc(C)nc2)ccc1OC(=O)c1cccc(F)c1 | -3% | -22% | -23% | -2%[57.1 µM] | -8% | 3.2% | -8% | -2%[57.1 µM] | 9%
C=C(C)CSc1nnc(-c2ccc(C)cc2)n1N | -21% | -9% | -6% | -16% | 0% | 2.6% | 3% | -9% | -15%
COc1ccc(S(=O)(=O)Nc2c(C(=O)O)[nH]c3ccccc23)cc1OC | -5% | ? | -25% | -3% | -1% | -0.8% | 8% | -3% | 0%
N#CCSc1nnc2sc3ccccc3n12 | 3% | 2% | 1% | 37%[activator] | 0% | 14% | -4% | 7% | -4%
CCOc1ccc(C2C(C(N)=O)=C(C)Nc3nc(-c4cccc(Cl)c4)nn32)cc1OC (stereo not drawn) | -5% | ? | -4% | -3% | -1% | 1.2% | 9% | -6% | 1%

The last two entries of the section above open the next one.
structure | RGS4 inh | 12-LOX inh | USP1 inh | rTrxR1 inhibitor | Vif-APOBEC3G blk | RXFP1 ag | mIDH1 inhibitor | TrxR1 substrate | Vif-A3F inh
N#CCSc1nnc2sc3ccccc3n12 | 3% | 2% | 1% | 37%[activator] | 0% | 14% | -4% | 7% | -4%
CCOc1ccc(C2C(C(N)=O)=C(C)Nc3nc(-c4cccc(Cl)c4)nn32)cc1OC (stereo not drawn) | -5% | ? | -4% | -3% | -1% | 1.2% | 9% | -6% | 1%
O=C(O)c1cccc(NS(=O)(=O)c2ccc(C3CCCCC3)cc2)c1 | -12% | / | -6% | 26%[57.1 µM] | 2% | -1.9% | ? | 5%[57.1 µM] | 15%
CC1CCCCC1NC(=O)C1CCN(S(=O)(=O)N2CCC3(CC2)OCCO3)CC1 (stereo not drawn) | -5% | 8% | ? | 21% | 2% | 2.3% | 2% | 9% | 3%
C/C(CC(=O)NC(C)C)=N\NC(=O)COc1cc(C)c(Br)cc1Br | -8% | 19% | 0% | 2%[57.1 µM] | -4% | -2.3% | 4% | -9% | 1%
CCOc1ccc(NC(=O)Cn2nnc(-c3ccccc3NC(=O)c3cccs3)n2)cc1 | ? | 32%[activator] | -19% | 29% | 1% | 3.9% | -3% | 33%[activator] | -26%
C=CCn1cc(F)c(=O)n(CC=C)c1=O | -9% | 0% | -18% | 10%[57.1 µM] | -2% | -0.3% | 2% | 2%[57.1 µM] | -2%
CCc1nnc(NS(=O)(=O)c2ccc(NC(=O)/C=C/C(=O)O)cc2)s1 | -1%[56.9 µM] | -105% | -9% | -30% | -1% | -0.3% | 0% | -4% | 0%
CCOC(=O)/C=C/C(=O)Nc1nccs1 | -9% | -11% | -5% | 50µM* | -9% | 2.9% | 8% | -3% | 2%
CCCCN(CCCC)/C(N)=N/c1nc(C)cc(C)n1 | -23% | 1% | -13% | 29%[57.1 µM] | 0% | -0.9% | 6% | -13%[57.1 µM] | -8%
COC(=O)[C@@H](NC(=O)c1cc(COc2cncc(Cl)c2)on1)c1ccccc1 | -34% | 494%[activator] | -13% | 6% | 0% | 0.7% | 6% | -4% | -3%
Cc1cc(Cl)c(S(=O)(=O)N2CCN(c3ccccc3)CC2)cc1OCC(N)=O | 7%[11.4 µM] | 32% | -15% | -5% | 2% | -0.7% | 6% | -4% | 1%
C=C1Cn2c(nnc2-c2ccc(Cl)cc2)S1 | -10% | 449%[activator] | -13% | 1%[57.1 µM] | 0% | 3.2% | 0% | -3%[57.1 µM] | -2%
CN(c1ccc(C(=O)NCc2ccco2)cc1)S(C)(=O)=O | -13% | 0% | -8% | -17% | -4% | -1.4% | -1% | -15% | -4%
COc1ccc(NC(=O)CC(C(=O)O)N2CCCCC2)cc1 (stereo not drawn) | 13% | -24% | -16% | 22% | -1% | -0.2% | 15% | 6% | 1%
COc1ccc(CNC(=O)CCc2nc(-c3ccc(C)cc3)no2)c(OC)c1 | -10% | -23% | -16% | -4% | 6% | 3.9% | 21% | -3% | -5%
Cc1cccc(C)c1NC(=O)N1CCC(C(N)=O)(N2CCCCC2)CC1 | 5% | -27% | -12% | 19% | -1% | -2.4% | 0% | 4% | -1%
CC(OC(=O)c1ccc(Cl)c(S(N)(=O)=O)c1)C(=O)NCc1ccc2c(c1)OCO2 (stereo not drawn) | 12% | 16% | -5% | 7%[57.1 µM] | 0% | -0.5% | 0% | 2%[57.1 µM] | -9%

Single records (already shown). Order of screens: RGS4 inh, 12-LOX inh, USP1 inh, rTrxR1 inhibitor, Vif-APOBEC3G blk, RXFP1 ag, mIDH1 inhibitor, TrxR1 substrate, Vif-A3F inh
`CCCCN(CCCC)/C(N)=N/c1nc(C)cc(C)n1` is listed with -23%, 1%, -13%, 29%[57.1 µM], 0%, -0.9%, 6%, -13%[57.1 µM], -8%
`CCOc1cc(C(=O)CSc2nnc(CNc3ccc(Cl)cc3)o2)ccc1NC(=O)CC` is listed with -5%, -7%, -4%, 0%, -19%, 1.3%, 0%, 0%, 4%

Following part.
structure | RGS4 inh | 12-LOX inh | USP1 inh | rTrxR1 inhibitor | Vif-APOBEC3G blk | RXFP1 ag | mIDH1 inhibitor | TrxR1 substrate | Vif-A3F inh
CCOC(=O)c1c(C)nc(-c2ccccc2)nc1NC(=O)C(C)C | 3% | 0% | -13% | 7% | 0% | 0.4% | 5% | -3% | 4%
C[n+]1cc[nH]c1SCC(=O)c1ccc(Cl)cc1 | -33% | ? | -19% | 12% | 0% | -1.9% | 2% | 6% | -18%
Cc1cc(OCC(=O)N(Cc2ccc(N(C)C)cc2)Cc2ccco2)cc(C)c1Cl | -15% | -29% | -22% | 15% | / | -0.5% | / | -2% | /
CCOC(=O)c1noc2nc(C)n(CC(=O)Nc3ccc(OC)c(Cl)c3)c(=O)c12 | -33% | -26% | -31% | 16%[57.1 µM] | 2% | 3.3% | 4% | 3%[57.1 µM] | -11%
Cc1cc(C)cc(OCC(=O)N(Cc2ccccc2)C2CCS(=O)(=O)C2)c1 (stereo not drawn) | -17% | ? | -10% | 15%[57.1 µM] | -6% | -2.8% | -1% | 6%[57.1 µM] | 14%
O=C1CC2(CCOCC2)Oc2ccc3ccccc3c21 | 2% | -13% | -36% | 8%[57.1 µM] | -1% | / | -16% | 3%[57.1 µM] | -1%
O=C1CCCN1CCCNS(=O)(=O)c1ccc(F)cc1F | -13% | -4% | -3% | 9% | 1% | 4.0% | 3% | 1% | 0%
Cn1c(SCc2ccc(Br)cc2)nc2c([nH]c3ccccc32)c1=O | -6% | -19% | 3% | 0%[57.1 µM] | 3% | -2.5% | -4% | -7%[57.1 µM] | 1%
COc1cc(CC(=O)OCC(=O)NC2CCCC2)cc(OC)c1OC | -16% | -1% | -14% | 8% | 0% | 0.2% | -3% | -3% | 0%
CCOCCCn1c(=N)c(C(=O)NC2CCCC2)cc2c(=O)n3cc(C)ccc3nc21 | -13% | ? | ? | 29% | 3% | 3.0% | -6% | 109%[activator] | -16%
CC(C)[C@H](NC(=O)c1ccccc1F)C(=O)OCCN1C(=O)c2ccccc2C1=O | -38% | -9% | -4% | 1%[11.4 µM] | -4% | / | 1% | 3%[11.4 µM] | 15%
